MPTP inh = mitochondrial permeability transition pore inhibitors, primary screen, biochemical, isolated mouse mitochondria, absorbance; Ca2+ swelling absorbance, 30 min; 360,000 compounds, 1.4% hits; inhibition, % at 10 µM;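 active means inhibition of 50% or more, scaled per plate between neutral and stimulator controls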;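 further: 0% = DMSO wells given calcium and 100% = 1 mM EGTA wells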
APJ ag = agonists of human apelin receptor APJ, primary screen, CHO-K1 cells, PathHunter beta-arrestin, luminescence; P35414; 0% DMSO wells, 100% apelin; activation, % at 20 µM; 330,000 compounds, 0.11% hits;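 active means activation more than six SD over the plate average, tested at 20 µM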;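 further: 0% = DMSO alone and 100% = apelin-13 at 10 nM; some results filed as inactive read as strong as hits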
Target sequence (P35414 whole entry, looked up): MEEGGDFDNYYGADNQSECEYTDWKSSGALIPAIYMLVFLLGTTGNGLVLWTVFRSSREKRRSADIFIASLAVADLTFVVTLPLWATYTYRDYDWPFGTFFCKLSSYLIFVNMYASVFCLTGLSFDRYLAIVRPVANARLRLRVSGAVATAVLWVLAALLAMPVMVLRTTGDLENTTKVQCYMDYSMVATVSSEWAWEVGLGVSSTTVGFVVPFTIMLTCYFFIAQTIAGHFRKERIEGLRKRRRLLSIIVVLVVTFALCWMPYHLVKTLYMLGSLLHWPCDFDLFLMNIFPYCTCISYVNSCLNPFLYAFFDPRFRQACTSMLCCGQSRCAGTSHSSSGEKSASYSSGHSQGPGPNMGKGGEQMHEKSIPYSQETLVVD
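system = engineered CHO-K1 APJ arrestin reporter cells | input = 1000 cells per well | timing = overnight seeding, 90 min compound at 25 °C, 1 h detection | measured by = enzyme-fragment complementation luminescence | read-out = beta-arrestin recruitment to APJ as agonist activity, luminescent signal | control set = negative DMSO alone, positive Apelin-13 at 10 nM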
tim10-1 inh = growth inhibitors of tim10-1 mutant yeast, primary screen, luminescence, uHTS | S. cerevisiae tim10-1 ts strain growth, BacTiter-Glo, 24 h | inhibition, % at 20 µM | 330,000 compounds, 2.2% hits | AID 463190, 2010;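 active means inhibition of at least 40%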;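 further: mutant grown at 25 °C; 0% = DMSO wells with yeast and 100% = wells holding no yeast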
APJ antagonist = antagonists of human apelin receptor APJ, primary screen, CHO-K1 cells, beta-arrestin complementation, luminescence | inhibition, % at 20 µM | 330,000 compounds, 0.32% hits;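 active means inhibition above about 40% at 20 µM, limit read from the data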;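 further: cells challenged with 10 nM apelin-13 agonist together with compound; plate controls were apelin-13 plus DMSO wells for no effect and DMSO wells lacking apelin-13 for full effect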
NR3A LBD binder = binders of NR3A ligand-binding domain, primary screen, biophysical, differential scanning fluorimetry, uHTS; NR3A LBD differential scanning fluorimetry, Tm shift; 0% = protein alone, 100% = glycine-bound protein; Tm shift relative to glycine control, % at 25 µM; 340,000 compounds, 2.5% hits;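 active means melting temperature shift of at least 10% of the positive control shift, at one fixed dose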
TIM10 inh = growth inhibitors of isogenic TIM10 control yeast, primary screen, counter-screen for tim10-1 yeast inhibitor project, luminescence, uHTS | S. cerevisiae TIM10 strain growth, BacTiter-Glo luminescence, 24 h | inhibition, % at 10 µM | 330,000 compounds, 1.4% hits | AID 463195, 2010;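 active means inhibition of 40% or more at the single tested concentration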;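 further: wild-type TIM10 isogenic control strain grown at permissive 25 °C; 0% = DMSO yeast wells and 100% = minimal medium wells without yeast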
NALP3 yeast inh = NALP3 inflammasome inhibitors in reconstituted yeast, primary screen, luminescence, uHTS. Yeast reconstituted NLRP3/ASC/caspase-1, beta-gal luminescence, 24 h. inhibition, % at 10 µM. 330,000 compounds, 0.39% hits;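 active means inhibition of 50% or more; inactive means inhibition below 50%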;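 further: plate controls were induced DMSO wells for no effect and uninduced yeast grown without galactose for full effect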
MIN6 prolif = inducers of MIN6 beta-cell proliferation, primary screen, ATP luminescence, uHTS. 330,000 compounds, 0.29% hits. MIN6 cells proliferation, ATPlite luminescence, 48 h; cells starved in 0.2% serum; 100% = growth in 10% serum. proliferation, % at 10 µM;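 active means compounds whose signal lies at least 3.5 SD above the mean of all wells on their plate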;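 further: 0% = DMSO-treated cells in low-serum medium and 100% = 10% serum control; some compounds called inactive have numbers as strong as hits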
tim23-1 inh = growth inhibitors of tim23-1 mutant yeast, primary screen, luminescence, uHTS | S. cerevisiae tim23-1 growth, BacTiter-Glo luminescence, 24 h | inhibition, % at 20 µM | 330,000 compounds, 1.3% hits;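 active means growth inhibition of the mutant yeast at or above 50%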;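 further: temperature-sensitive mutant grown at 25 °C; plate controls were DMSO-treated mutant yeast for no effect and medium wells lacking yeast for full effect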
* marks the source's active call; other numbers are inactive results; · = no result given.

Order of values – tim23-1 inh | MPTP inh | NALP3 yeast inh | TIM10 inh | MIN6 prolif | tim10-1 inh | NR3A LBD binder | APJ ag | APJ antagonist
COC(=O)[C@@]1(Cc2ccccc2)[C@H]2C(=O)N(C)C(=O)[C@H]2[C@H]2CN=C(SCc3ccc(C)cc3)N21
 : 44 | -0.1 | · | 8 | · | 25 | 2 | · | ·
O=S(=O)(c1cccc(-c2cn3cc(Cl)ccc3n2)c1)N1CCOCC1
 : 36 | -0.4 | -31 | 22 | 0 | 42* | -1 | 3 | -14
COc1ccccc1OCCC(=O)OCC(=O)Nc1cc(S(=O)(=O)N(C)C)ccc1Cl
 : 27 | 0.3 | -8 | 3 | -2 | 40 | -1 | -2 | 6
O=C(COC(=O)c1ccc2ccccc2n1)Nc1cccc(S(=O)(=O)NC2=NCCCCC2)c1
 : -13 | 1.9 | 3 | -18 | 2 | 1 | -2 | -2 | -5
O=C(CN(C1CCCCC1)S(=O)(=O)c1ccccc1)NCc1ccco1
 : 28 | 0.7 | 2 | 16 | -3 | 16 | -4 | -2 | 1
COc1ccc(CN(C)CC(=O)N2CCc3ccccc3C2)cc1
 : 21 | 1.2 | 8 | -1 | 1 | 8 | 0 | -3 | 0
O=C(NC1CCCCC1)c1ccc(COCC(F)(F)F)o1
 : 19 | 1.6 | 13 | 7 | -2 | 5 | 2 | 0 | -2
CCN1CCN(Cc2ccc(NC(=O)Nc3ccccc3OC)cc2)CC1
 : -4 | 0.0 | -7 | 10 | -6 | -8 | -5 | 5 | -6
COc1ccc(/C(C)=N/N=C2/NC(=O)CC(C(=O)O)S2)cc1F (stereo not drawn)
 : 8 | 2.0 | 5 | -18 | -4 | -1 | -1 | -5 | -17
C/C(CC(=O)Nc1ccc(Cl)c(C(F)(F)F)c1)=N\NC(=O)c1cc2ccccc2cc1O
 : 39 | 49 | 11 | 20 | 0 | 38 | 30* | 0 | -5
Cc1ccccc1NC(=S)N1CCCC1
 : -9 | -0.9 | 5 | -2 | 0 | -4 | 0 | -4 | -9
COC(=O)CS(=O)(=O)c1ccsc1C(=O)Nc1ccc(F)cc1
 : -2 | -1.0 | 25 | 14 | 0 | 12 | 0 | -4 | 5
CCc1ccc(S(=O)(=O)NC2CCCCNC2=O)cc1 (stereo not drawn)
 : -8 | 1.4 | 10 | 3 | 2 | 4 | 1 | 1 | 14
Cn1nc(-c2ccccc2)c(C(=O)NCC(=O)O)c1Cl
 : -4 | -0.4 | -17 | 10 | -3 | 1 | -2 | 0 | -4
CCOC(=O)CC(=O)Nc1nnc(CC(C)C)s1
 : 19 | -0.8 | 11 | 27 | 0 | 17 | 0 | 1 | 19
CCN(CC)CCn1c(SCC(=O)Nc2ccc(F)cc2)nc2c(sc3ccccc32)c1=O
 : 19 | · | 15 | 24 | -6 | 8 | · | -2 | 0
Cc1cccc(NC(=O)NNC(=O)c2ccccn2)c1
 : 11 | 0.0 | 9 | 4 | 3 | 8 | 0 | -2 | 4
Cc1cc(C(=O)NCC(=O)OCC(=O)N(C(C)C)C(C)C)ccc1[N+](=O)[O-]
 : 5 | 0.9 | 3 | -23 | 0 | 20 | -3 | 0 | 6
Cc1ccc(NC(=O)CN(C)C(=O)c2cccc(S(=O)(=O)NCc3cccs3)c2)cc1
 : 21 | 0.0 | 7 | -1 | -6 | 10 | 0 | 1 | 0
Cc1cc(NC(=O)C(C)SCC(=O)OC(C)C(=O)Nc2ccccc2C)no1 (stereo not drawn)
 : 0 | -0.5 | -4 | -11 | 0 | -25 | 1 | -4 | -10
Cc1nnc(NC(=O)CSc2nnc(C(C)NC(=O)c3ccccc3F)n2C)s1 (stereo not drawn)
 : -3 | -1.7 | 11 | -12 | -3 | -7 | 1 | -2 | -19
CCCCCC(=O)NC(=S)Nc1ccc(Cl)cn1
 : 40 | 9.6 | 3 | 44* | 0 | 47* | 1 | -4 | -12
O=C(COC(=O)c1ccc(Br)cc1)NCCc1ccccc1
 : 18 | -1.2 | 24 | -22 | 0 | 22 | -2 | 3 | -5
O=C(Nc1ccc(N2CCOCC2)cc1)c1ccc(Cl)nc1
 : 2 | -1.9 | 10 | -22 | -5 | -3 | -2 | -1 | 1
O=C(N/N=C/c1cnc(N2CCOCC2)s1)c1ccccc1
 : 4 | -3.0 | 1 | -3 | -3 | 3 | -2 | -4 | 6
COc1ccc(CCNC(=O)CCC(=O)N2CCOc3ccccc32)cc1OC
 : 8 | -1.2 | 7 | -1 | 1 | -1 | 0 | -6 | 9
Cc1ccc2c(COC(=O)CNS(=O)(=O)c3ccccc3)cc(=O)oc2c1
 : 6 | 0.0 | 2 | -4 | -4 | 3 | -2 | -2 | -13
COc1cccc(C(=O)N2CCN(Cc3cccc(F)c3)CC2)c1
 : 5 | 1.5 | -7 | -5 | -4 | 8 | -3 | 2 | -27
O=C(N/N=C/c1ccc(-c2ccc([N+](=O)[O-])cc2)o1)C(O)c1ccccc1 (stereo not drawn)
 : 20 | 4.3 | 17 | 14 | 2 | 19 | -3 | 1 | -4
S=c1[nH]nc(-c2ccccn2)n1/N=C/c1c(Cl)cccc1Cl
 : 13 | 0.1 | 17 | 15 | 0 | 21 | 1 | -4 | 8

Compound profiles, as listed above. Order of screens: tim23-1 inh, MPTP inh, NALP3 yeast inh, TIM10 inh, MIN6 prolif, tim10-1 inh, NR3A LBD binder, APJ ag, APJ antagonist
`O=C(COC(=O)c1ccc(Br)cc1)NCCc1ccccc1` as listed: 18, -1.2, 24, -22, 0, 22, -2, 3, -5
`Cc1ccc2c(COC(=O)CNS(=O)(=O)c3ccccc3)cc(=O)oc2c1` as listed: 6, 0.0, 2, -4, -4, 3, -2, -2, -13

(list continues)
Order of values – tim23-1 inh | MPTP inh | NALP3 yeast inh | TIM10 inh | MIN6 prolif | tim10-1 inh | NR3A LBD binder | APJ ag | APJ antagonist
Cc1cc(C)cc(OCC(=O)OCC(=O)Nc2c(C)n(C)n(-c3ccccc3)c2=O)c1
 : 12 | 0.8 | -3 | -20 | -1 | 7 | 1 | -2 | -20
Nc1nnn(CC(=O)N/N=C/c2ccc(Cl)cc2Cl)n1
 : -12 | -1.9 | 12 | 3 | 2 | -7 | 0 | -5 | -10
Cc1ccc(NC(=O)CN2C(=O)NC(Cc3c[nH]c4ccccc34)C2=O)cc1 (stereo not drawn)
 : 1 | 0.4 | 28 | 6 | -4 | 8 | -1 | 0 | -16
Cc1cc(C)c(C)c(S(=O)(=O)NC(C(=O)NCCc2ccco2)C(C)C)c1C (stereo not drawn)
 : 23 | -0.8 | 19 | -1 | 1 | 16 | 1 | -3 | -8
N#C/C(=C\c1ccc(OCC(N)=O)cc1)c1ccccc1
 : 25 | -1.4 | 28 | -2 | -2 | 32 | -10 | 3 | -17
O=C(COC(=O)CCOc1ccccc1)Nc1ncc(Cl)cc1Cl
 : 18 | 0.3 | 4 | 4 | 0 | 19 | 1 | -3 | 8
COc1ccc(CNC(=O)C2CCCN(c3nc4ccccc4o3)C2)c(OC)c1 (stereo not drawn)
 : 28 | -1.2 | 24 | 31 | 5 | 32 | -12 | -5 | -7
CCCCOc1ccc(CCC(=O)N/N=C/c2ccco2)cc1
 : 38 | 3.9 | 10 | 36 | -3 | -3 | 0 | -1 | 11
Cc1ccc(N2C(=O)C(NC(=O)c3c(F)cccc3F)(C(F)(F)F)C3=C2CC(C)(C)CC3=O)cc1 (stereo not drawn)
 : 17 | 0.3 | -1 | 0 | 0 | 24 | 2 | 0 | -1
O=C1NC(c2ccccc2)C(C(=O)c2cccs2)C(O)(C(F)(F)F)N1 (stereo not drawn)
 : -1 | -7.6 | 13 | 1 | 2 | 0 | 0 | -1 | 3
COc1cc(OC)c(C2CC(=O)N3CN(C)CSC3=C2C#N)cc1OC (stereo not drawn)
 : -3 | 0.0 | 10 | 7 | 1 | 12 | -2 | 6 | 1
Cc1cc(-c2nc(-c3ccncc3)no2)ccc1[N+](=O)[O-]
 : 23 | 1.0 | -46 | 22 | -2 | 21 | 0 | -4 | -5
O=C(NC1CCCc2ccccc21)C1CCN(c2c3c(nc4ncnn24)CCC3)CC1 (stereo not drawn)
 : 17 | 0.3 | 8 | 12 | 2 | 10 | 0 | 1 | -13
O=C(Nc1ccc(S(=O)(=O)N2CCCCCC2)cc1)c1ccco1
 : 46 | -0.4 | 8 | 48* | -3 | 34 | 1 | 1 | -14
COc1ccccc1C(=O)NC(=O)COC(=O)c1ccc(NC(=O)CC#N)cc1
 : -13 | 1.4 | 16 | -1 | -3 | 10 | -2 | -5 | -21
C=CCN(c1ccccc1)S(=O)(=O)c1cccc(C(=O)OCC(=O)NC2CC2)c1
 : -6 | 0.3 | 4 | -2 | 2 | 1 | -1 | 0 | 8
CCOC(=O)CN(C)Cc1c[nH]c2ccccc12
 : 15 | · | 4 | 6 | -4 | 18 | · | 3 | -8
CCCOc1nc2c(c(=O)n(C)c(=O)n2C)n1Cc1cccc2ccccc12
 : 30 | 70* | -3 | -2 | -4 | 23 | 0 | -8 | 16
CCCc1cc(=O)[nH]c(SCCCCN2C(=O)c3ccccc3C2=O)n1
 : 21 | -1.0 | 25 | 1 | 0 | 12 | -2 | -2 | -12
CNC(=S)Nc1ccc(N2CCCC2)c(S(=O)(=O)Nc2ccc(OC)cc2)c1
 : 2 | -0.1 | -1 | 7 | -3 | 0 | -9 | -1 | -8
O=C1CCCN1CCCNS(=O)(=O)c1cccs1
 : 4 | -1.2 | 4 | 3 | -1 | 2 | 0 | -1 | -3
Cc1occc1-c1nnc(SC(C)C(=O)Nc2ccccc2F)o1 (stereo not drawn)
 : 10 | -1.8 | 17 | 6 | 1 | -2 | 2 | 5 | 25
CC(OC(=O)CC1CC2CCC1C2)C(=O)Nc1ccc(C(N)=O)cc1 (stereo not drawn)
 : -13 | 0.3 | 3 | -15 | 6 | -7 | 2 | 1 | 1
CCOc1ccc(-c2noc(CCC(N)=O)n2)cc1OCC
 : 5 | 3.0 | 12 | 3 | 7 | 12 | 1 | -2 | 9
CCN(CC)S(=O)(=O)c1cccc(C(=O)OCC(=O)Nc2ccc3c(c2)c2ccccc2n3CC)c1
 : 12 | 1.5 | 1 | -1 | -3 | 7 | 5 | -3 | 6
CCCC(=O)Nc1cc(-c2nnc(OC)c3ccccc23)ccc1N1CCOCC1
 : 32 | -5.1 | 22 | 16 | -1 | 15 | -2 | 2 | 13
Cc1noc(NS(=O)(=O)c2ccc(N/C=C\C(=O)c3ccc4c(c3)OCO4)cc2)c1C
 : 1 | -1.1 | 1 | 8 | -3 | 11 | -7 | -1 | 6
CCOC(=O)Cc1csc(NC(=O)Cc2cccs2)n1
 : 22 | 1.1 | 9 | 4 | -4 | 3 | 0 | -2 | 4
CCCSc1ncnc2sc(C)c(C)c12
 : -15 | 0.3 | 9 | -17 | 0 | -12 | -2 | -3 | -10
CC1CCCC(C)N1CCCNC(=O)c1csc2c1CCCCC2 (stereo not drawn)
 : -6 | 1.3 | 13 | -7 | -1 | -12 | 4 | 2 | 24
Cc1onc(-c2ccccc2Cl)c1NC(=O)NCc1cccs1
 : -7 | 1.2 | -10 | -11 | 0 | -11 | -2 | -5 | -19

Bioassay records as filed in PubChem BioAssay.
